Assay outcomes as filed in PubChem BioAssay.
Casp6 inh = inhibitors of human caspase-6; P55212; purified caspase-6, Z-VEID-R110 cleavage fluorescence; hit rate 0.53% among 350,000; inhibition, % at 12.5 µM; AID 686996;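 active = mean inhibition across replicates at least about 35%, with every replicate also reaching that limit, limit read from the data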;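 note: 0% = median of neutral control wells and 100% = no fluorescence left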
Target sequence (P55212 24-179 limits assumed): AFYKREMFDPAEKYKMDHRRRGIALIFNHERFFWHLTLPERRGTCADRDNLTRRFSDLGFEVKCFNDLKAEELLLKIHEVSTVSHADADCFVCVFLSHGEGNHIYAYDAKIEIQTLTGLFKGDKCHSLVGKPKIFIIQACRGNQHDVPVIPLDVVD
Target sequence (P55212 194-293 limits assumed): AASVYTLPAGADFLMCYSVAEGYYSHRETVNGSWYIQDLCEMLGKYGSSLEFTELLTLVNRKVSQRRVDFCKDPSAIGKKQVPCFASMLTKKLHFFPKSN
PglD inh = blocks C. jejuni PglD acetyltransferase activity. purified PglD enzyme, DTNB colorimetric CoA detection. inhibition, % at 12.5 µM. hit rate 0.098% among 360,000; in the data active = inhibition above about 16%, passing the limit was not always enough; note: strong numbers were not always called active
ERp5 inh = blocks human ERp5 reductase activity on insulin; hit rate 0.05% among 350,000; ERp5 insulin aggregation, absorbance 650 nm, 90 min; AID 651711; inhibition, % at 9.99 µM;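 active = mean replicate inhibition above about 25%, with every replicate also reaching it, limit read from the data, passing the limit was not always enough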
RAD54 inh = blocks human RAD54 Holliday junction branch migration; Q92698; FAM/BHQ fluorescence; inhibition, % at 10.4 µM; hit rate 0.14% among 360,000;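 active = mean normalized replicate activity at least 40 and at least half of replicates scoring 40 or more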;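 note: 0% = median of neutral control wells and 100% = median of positive control wells; inhibitors cause a drop in the FAM fluorescence signal; in these data hits start at about 50%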
E-sel inducer = E-selectin induction on HUVECs; HUVEC E-selectin immunofluorescence imaging; normalized: neutral wells 0, TNF-alpha wells 100; hit rate 0.37% among 260,000; activation, % at 7.58 µM; AID 686992;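 active = mean E-selectin-positive cell signal at least 10% of the positive control, reached in at least 60% of replicates, without over 20% cell loss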;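 note: in these data hits start at about 27%; measured in HUVEC primary endothelial cells; signal is the percent of cells scored E-selectin positive by PE staining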
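Test system: HUVEC; input: 3,000 HUVEC/well; measured by: immunofluorescence imaging; read-out: % PE-positive cells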
esBAF inh = SWI/SNF esBAF complex inhibition | reporter increase, % at 12.5 µM | hit rate 2% among 350,000 | AID 602393 | mouse ES cells, Bmi1-luciferase knock-in reporter, 24 h; 100% = twice the neutral-well signal; in the data active = activation above about 40%;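 note: 0% = median of the plate's neutral control wells and 100% = double that signal; a rise in the Bmi1 reporter signal indicates esBAF inhibition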
RAD52 inh = inhibitors of human RAD52 DNA annealing; P43351; recombinant RAD52 DNA annealing, FRET fluorescence; inhibition, % at 18.7 µM; hit rate 0.46% among 360,000; AID 651710;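 active = every replicate showing at least 50% inhibition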
Target sequence (P43351 whole entry, looked up): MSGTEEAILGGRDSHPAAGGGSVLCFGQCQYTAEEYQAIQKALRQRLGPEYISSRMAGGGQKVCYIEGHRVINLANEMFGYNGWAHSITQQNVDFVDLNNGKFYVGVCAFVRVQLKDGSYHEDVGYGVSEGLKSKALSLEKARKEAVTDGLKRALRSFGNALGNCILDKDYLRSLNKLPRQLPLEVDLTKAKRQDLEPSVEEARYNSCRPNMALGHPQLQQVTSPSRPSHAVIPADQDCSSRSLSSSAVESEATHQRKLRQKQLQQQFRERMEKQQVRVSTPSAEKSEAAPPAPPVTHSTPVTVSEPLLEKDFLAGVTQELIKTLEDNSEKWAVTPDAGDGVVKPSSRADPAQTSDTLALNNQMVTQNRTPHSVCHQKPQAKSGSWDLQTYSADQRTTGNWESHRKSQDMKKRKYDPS
ARNT TACC3 PPI = disrupts binding between human ARNT and TACC3 | Q9Y6A5 | AlphaScreen His-ARNT PAS-B/GST-TACC3 binding, luminescence; TACC3 fragment carries E629A point mutation | inhibition, % at 9.99 µM | hit rate 0.66% among 390,000 | AID 623870;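 active = mean inhibition of replicates at least 50% and at least half of replicates each reaching 50%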;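 note: 0% = complete ARNT plus TACC3 wells and 100% = ARNT alone without TACC3; many hits fall short of the cut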
* marks the source's active call; other numbers are inactive results; i = inactive; · = no result given.

Results follow in this order: Casp6 inh | PglD inh | ERp5 inh | RAD54 inh | E-sel inducer | esBAF inh | RAD52 inh | ARNT TACC3 PPI
- COc1ccc(-c2ccc([C@@H]3[C@@H](CO)N4CCCCN(C(=O)c5ccc(F)cc5)C[C@@H]34)cc2)cc1
  0 | 16 | 4 | -9 | -0.6 | · | -6 | 0
- CC(O)(c1ccccc1)c1nc(-c2cccc(C#N)c2)cs1 (centres undefined)
  -1 | -3 | -1 | 4 | 0.1 | 0 | -15 | ·
- Cc1noc(C)c1NC(=O)N1C[C@@H](O)COC[C@@H]2O[C@H](CC(=O)NCC3CC3)CC[C@H]21
  0 | 2 | 0 | -10 | -0.1 | -5 | -2 | -10
- COC(=O)[C@H](CCSC)NC(=O)N1CCC(C)CC1
  · | 1 | · | -3 | · | -8 | · | -2
- O=C1C=C(O)C(n2cncn2)C(c2ccc3c(c2)OCO3)C1 (centres undefined)
  -2 | · | 6 | · | 0.0 | · | -34 | -1
- CCOc1ccc(CCN2C(=O)C(=O)N([C@@H](CC(C)C)CN3CCC[C@H]3CN3C(=O)C(=O)NC[C@@H]3CC(C)C)C[C@@H]2Cc2ccccc2)cc1
  0 | · | 1 | · | 0.8 | · | -20 | ·
- Cc1cccc(NC(=O)c2cccnc2Oc2ccccc2)c1C(=O)O
  3 | -7 | 0 | -1 | 0.1 | -8 | -7 | -2
- COc1ccc(-n2ccnc(SCC(=O)NCc3ccc(C)cc3)c2=O)cc1Cl
  0 | 1 | -2 | -2 | · | 0 | -10 | 3
- COc1ccc(S(=O)(=O)N[C@H]2C=C[C@H](CC(=O)NCCc3ccncc3)O[C@H]2CO)cc1
  -7 | -2 | -2 | 0 | -0.5 | -4 | -1 | 11
- O=C(COC(=O)c1cccc(S(=O)(=O)N2CCCCC2)c1)NC1CCCCC1
  5 | 3 | -19 | 3 | · | 0 | -1 | 6
- N#Cc1c(NC(=O)c2ccccc2)sc2c1CCCCC2
  · | -1 | · | 5 | · | -26 | · | 11
- O=C(COC(=O)c1ccc(F)c(S(=O)(=O)N2CCOCC2)c1)Nc1ccc2c(c1)OCO2
  2 | 2 | -6 | 6 | · | · | -10 | 4
- COc1ccc(CNC(=O)N(C)C[C@@H]2OCc3ccccc3-c3ccccc3C(=O)N([C@@H](C)CO)C[C@H]2C)cc1
  0 | 4 | 1 | 0 | 0.1 | 0 | 4 | -11
- CCOc1ccc(NC(=O)CSc2nc3cccnc3n2CC)cc1
  · | 2 | · | -12 | · | 4 | · | -2
- Cc1c(C(=O)N2CCCCC2)c(S(=O)(=O)N2CCN(c3ccccc3F)CC2)c(C)n1C
  0 | 3 | 4 | 3 | · | 1 | -7 | -1
- O=C(C[C@@H]1CC[C@H]2[C@@H](COC[C@H](O)CN2C(=O)Cc2ccccc2)O1)NC1CCCC1
  1 | 4 | 1 | -4 | 0.0 | -2 | -4 | 0
- CCC(=O)N1CC2(CN(C(=O)Nc3ccc(F)cc3)C2)c2c([nH]c3cc(OC)ccc23)[C@@H]1CO
  0 | · | -2 | · | -0.2 | · | 16 | ·
- CCN(CC)S(=O)(=O)c1ccc(N=N/C(C(C)=O)=C(/C)O)cc1
  · | -4 | · | 0 | · | -3 | · | 5
- COCCn1c(-c2ccc(OC)cc2)cnc1SCC(=O)Nc1ccc(OC)cc1OC
  0 | · | -3 | · | 7.0 | · | 6 | 14
- CC/C(C)=N\N=C\c1c(O)n(CC)c2cc(C3=NNC(=O)CC3)ccc12
  · | 0 | · | -1 | · | 7 | · | 4

Some of the entries above in a different format:
> N#Cc1c(NC(=O)c2ccccc2)sc2c1CCCCC2
  Casp6 inh: ·; PglD inh: -1; ERp5 inh: ·; RAD54 inh: 5; E-sel inducer: ·; esBAF inh: -26; RAD52 inh: ·; ARNT TACC3 PPI: 11

> O=C(COC(=O)c1ccc(F)c(S(=O)(=O)N2CCOCC2)c1)Nc1ccc2c(c1)OCO2
  Casp6 inh: 2; PglD inh: 2; ERp5 inh: -6; RAD54 inh: 6; E-sel inducer: ·; esBAF inh: ·; RAD52 inh: -10; ARNT TACC3 PPI: 4

Carrying on.
Results follow in this order: Casp6 inh | PglD inh | ERp5 inh | RAD54 inh | E-sel inducer | esBAF inh | RAD52 inh | ARNT TACC3 PPI
- CO[C@@H]1CC[C@@H]2CCN(C)C(=O)CCCN(C)C(=O)c3cc(C#N)ccc3OC[C@H]1O2
  0 | 0 | 6 | -2 | 0.4 | -2 | 0 | 0
- Cc1ccc(-c2ccc3c(c2)O[C@@H](CN(C)C(=O)CN(C)C)[C@@H](C)CN([C@H](C)CO)S3(=O)=O)cc1
  -3 | 0 | -2 | 9 | -0.1 | -16 | 58* | 3
- COc1ccc(C2=NOC(C)(c3nnc(-c4ccncc4)o3)C2)cc1 (centres undefined)
  -2 | · | 5 | -9 | 0.2 | 8 | -13 | -5
- CC(=O)N(Cc1c(C)nn(-c2ccccc2)c1Cl)c1ccc(Cl)cc1
  · | 0 | · | 0 | · | -6 | · | -7
- O=S(=O)(NCc1ccccc1)c1ccc(-n2cccn2)cc1
  -2 | -2 | -9 | 7 | · | -3 | 2 | -6
- CN(CCC(=O)Nc1ccc(Cl)cc1)Cc1ccccc1
  -1 | -6 | 0 | 11 | 0.0 | -7 | 3 | 5
- COC(=O)[C@]12CCCCC=C1N(CCc1ccc(OC)c(OC)c1)C(=O)[C@H](CC(=O)N1CCSCC1)C2
  -1 | · | -3 | · | -3.3 | · | -19 | ·
- Cc1ccc(C(=O)NCC(=O)NCc2cc(=O)n(C)c(=O)n2C)cc1C
  -2 | 3 | -2 | -6 | · | 6 | -3 | -6
- COCCNc1c2c(nc3c(-c4ccccc4)c(C)nn13)CCCC2
  · | 2 | · | 3 | · | -7 | · | -10
- Brc1ccc2c(c1)OCCOCCOCCOCCOCCO2
  0 | · | 8 | · | · | · | -6 | -9
- Fc1ccc(Nc2nc(N/N=C/c3ccco3)nc(N3CCCCC3)n2)cc1
  -6 | · | 1 | · | · | · | -11 | 3
- CCc1nc(NCCN2CCOCC2)c(C#N)c2c1CCCC2
  · | -1 | · | 5 | · | 0 | · | 2
- CC(C)C(=O)Nc1ccc2c(c1)C(=O)N(C)[C@@H]1CC[C@H](CC(=O)N[C@H](C)c3ccccc3)O[C@@H]1CO2
  · | 1 | · | -3 | 0.0 | -7 | · | -15
- COc1cccc2c1oc1c(SCc3nc4ccccc4[nH]3)nc(C)nc12
  0 | -1 | -6 | 5 | -0.1 | 14 | i | 1
- O=C(Cc1ccccc1)N1CC(=O)N2[C@H](CO)[C@@H](c3ccc(C#Cc4ccccc4)cc3)[C@@H]2C1
  3 | · | 1 | · | -0.5 | · | 3 | ·
- CC1=CN2C(=NC(=O)CC2(C)C(=O)N(CC(=O)NC2CCCC2)c2cc(C)cc(C)c2)C=C1 (centres undefined)
  -2 | · | -5 | · | · | · | -1 | -4
- CC(=O)N1[C@H](CO)[C@@H](c2ccccc2)[C@@H]1CN(C)C(=O)c1ccccc1F
  -3 | 9 | 2 | -1 | 1.8 | -4 | -8 | 0
- O=C(Cn1[nH]c(=O)c2ccccc2c1=O)NCc1cccnc1
  · | 2 | · | -2 | · | -7 | · | -3
- CC1=C(C(=O)OC2CCCCCCC2)C(c2cccc(O)c2)NC(=O)N1 (centres undefined)
  3 | · | 1 | · | · | · | -12 | 6
- O=C(O)CNc1nc(NCc2ccc(Cl)cc2)ccc1[N+](=O)[O-]
  -5 | 2 | 2 | -11 | 0.5 | -3 | 3 | ·
- COC(=O)/C=C1\S/C(=N/N=C/c2ccco2)NC1=O
  1 | 4 | -1 | 9 | 0.0 | · | -77 | -2
- CCOc1ccc(S(=O)(=O)n2cnc(C)c2)cc1
  14 | -4 | 5 | -9 | · | -1 | -4 | -10
- COc1ccc(NC(=O)Nc2cccc3c2O[C@@H](CN(C)S(=O)(=O)c2ccc(Cl)cc2)[C@H](C)CN([C@@H](C)CO)C3=O)cc1
  5 | 1 | -9 | 10 | -0.2 | 3 | 6 | 1
- CC(OC(=O)c1cc(=O)c2ccccc2o1)C(=O)Nc1ccc(N(C)C)cc1 (centres undefined)
  -2 | 6 | -2 | 6 | 0.0 | -2 | -3 | ·
- O=C(CNC(=O)c1ccc2c(c1)OCCO2)N/N=C/c1ccc([N+](=O)[O-])cc1
  -2 | -4 | 6 | -2 | · | 2 | -11 | -5
- Cc1cc(NS(=O)(=O)c2ccc(NC(=O)CCc3ccccc3)cc2)no1
  · | -4 | · | -5 | · | 2 | · | 1
- O=C(C[C@@H]1C=C[C@@H](NC(=O)Cc2cccnc2)[C@H](CO)O1)Nc1ccccc1
  1 | -2 | 3 | -1 | 0.2 | 6 | -3 | -3
- Cc1ccc(Oc2ncnc(N)c2[N+](=O)[O-])cc1
  4 | · | 1 | · | 1.2 | · | -7 | ·
- COc1ccc(CN(C)C[C@@H]2OCCCC[C@H](C)Oc3ccc(NC(=O)CCC(F)(F)F)cc3C(=O)N([C@H](C)CO)C[C@@H]2C)cc1
  -1 | 3 | 5 | 4 | 2.1 | -14 | -3 | 0
- COC(=O)C[C@@H]1CC[C@@H]2[C@@H](COc3ccc(NC(=O)c4cc(F)cc(F)c4)cc3C(=O)N2C)O1
  · | 2 | · | 4 | 0.3 | 0 | · | -7

Arranged by value in Casp6 inh (largest number first): three from the list above.
SMILES | Casp6 inh
CCOc1ccc(S(=O)(=O)n2cnc(C)c2)cc1 | 14
O=C(C[C@@H]1C=C[C@@H](NC(=O)Cc2cccnc2)[C@H](CO)O1)Nc1ccccc1 | 1
O=C(CNC(=O)c1ccc2c(c1)OCCO2)N/N=C/c1ccc([N+](=O)[O-])cc1 | -2

(next part)
Results follow in this order: Casp6 inh | PglD inh | ERp5 inh | RAD54 inh | E-sel inducer | esBAF inh | RAD52 inh | ARNT TACC3 PPI
- C[C@@H]1CN([C@H](C)CO)C(=O)c2cc(NC(=O)Nc3ccccc3)ccc2O[C@@H](C)CCCCO[C@H]1CN(C)C(=O)C1CCCCC1
  -4 | 0 | 1 | -2 | 0.2 | -2 | 9 | -11
- CCOC(=O)c1ccc(N=Cc2cnc(N)nc2N)cc1
  2 | 13 | -3 | 12 | 4.9 | 7 | 5 | -20
- CCOc1ccc(NC(=O)CCC(=O)OC)cc1
  · | -2 | · | -7 | · | -3 | · | 0
- Nc1ccc(Oc2cc(N)cc(Oc3ccccc3)c2)cc1
  · | -1 | 4 | 5 | 0.0 | 3 | -11 | 3
- C[C@H]1CN([C@@H](C)CO)S(=O)(=O)c2ccc(C#CC3CCCC3)cc2O[C@@H]1CN(C)S(C)(=O)=O
  2 | 0 | -3 | -4 | 0.9 | 27 | 12 | -4
- C[C@@H]1CN([C@@H](C)CO)C(=O)c2cc(Br)cnc2O[C@H]1CN(C)C(=O)c1ccccc1
  8 | 2 | 2 | 1 | 0.0 | 0 | -2 | 2
- Cc1ccc([N+](=O)[O-])cc1Nc1nc(N2CCCC2)nc(N2CCCC2)n1
  1 | -5 | 3 | 0 | 0.1 | 5 | -4 | 0
- O=C(O)C1CCCCC1C(=O)Nc1ccc(S(=O)(=O)N2CCCCC2)cc1 (centres undefined)
  2 | 0 | 3 | 7 | · | 2 | -3 | -1
- O=C(Cc1c(Cl)cccc1Cl)Nc1ccc(S(=O)(=O)Nc2ncccn2)cc1
  5 | 2 | -4 | 0 | · | 4 | -12 | 2
- CCn1c(Cc2ccccc2)nnc1SCC(=O)Nc1cc(C)on1
  -1 | 0 | 5 | -5 | · | 1 | -22 | -2
- Cc1noc(C)c1NC(=O)N(C)C[C@@H]1Oc2c(NS(=O)(=O)c3ccc(Cl)cc3)cccc2C(=O)N([C@@H](C)CO)C[C@@H]1C
  -1 | 1 | 12 | 1 | 0.1 | 2 | -10 | -2
- COc1ccccc1CNC(=O)COC(=O)Cc1cccc(F)c1
  0 | -6 | -4 | -5 | 0.3 | -5 | -7 | -3
- CN1CCN(C(=O)C2CCN(S(=O)(=O)c3ccccc3[N+](=O)[O-])CC2)CC1
  1 | -2 | 3 | -3 | 1.2 | -6 | 2 | ·
- CCc1ccc(OCC(=O)NNC(=O)Cc2ccc(S(=O)(=O)N3CCOCC3)s2)cc1
  3 | 1 | 3 | 4 | 0.1 | · | -20 | -4
- N#Cc1cccc(NCC(=O)Nc2cccc(S(=O)(=O)N3CCCCC3)c2)c1
  -1 | -1 | -2 | 16 | -0.1 | 10 | -9 | -1
